From PubChem BioAssay
BAZ2B block – qHTS Assay for Inhibitors of BAZ2B | 4.4% of 360,000 active | Potency, µM (doses to about 114 µM), for the others: at the top dose activity change, negative = inhibition, usual class: inhibitors | AlphaScreen BAZ2B-H3K14Ac peptide displacement | Bromodomain adjacent to zinc finger domain protein 2B (Homo sapiens), Q9UIF8 | AID 504333, 2011; also: potency is read from the fitted curve at half-maximal effect; % is scaled to controls: 0 for no effect and ±100 for the full control effect; nearly all actives have a fitted effect of over 60% in size
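BAZ2B 50 nM plus b-H3(5-23)K14Ac 50 nM, PBS pH 7.4/0.01% Tween-20, 30 min RT; compound added (max 110 uM), 30 min RT; streptavidin donor/Ni-chelate acceptor beads 10 ug/mL final, 20 min dark; AlphaScreen read.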
G9a inh – qHTS Assay for Inhibitors of Histone Lysine Methyltransferase G9a; Histone-lysine N-methyltransferase EHMT2 (Homo sapiens), Q96KQ7; G9a H3K9 monomethylation, AlphaScreen, 2 h; Potency, µM (titrated, usually from 102 µM), inactives show at the highest dose activity, negative = inhibition, actives largely listed as inhibitors; 8.8% of 350,000 active; AID 504332, 2011; also: potency is read from the fitted curve at half-maximal effect; % is scaled to controls: 0 for no effect and ±100 for the full control effect; nearly all actives have a fitted effect of over 75% in size
Target sequence (Q96KQ7 913-1193 limits assumed): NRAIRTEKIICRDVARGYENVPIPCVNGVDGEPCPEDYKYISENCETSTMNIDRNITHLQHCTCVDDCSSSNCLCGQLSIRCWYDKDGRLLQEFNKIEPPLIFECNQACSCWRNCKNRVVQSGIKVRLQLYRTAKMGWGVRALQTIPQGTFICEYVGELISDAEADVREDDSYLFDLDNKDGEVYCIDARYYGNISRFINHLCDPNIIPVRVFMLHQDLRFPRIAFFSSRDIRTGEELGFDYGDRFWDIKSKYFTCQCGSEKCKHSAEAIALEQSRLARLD
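Signal arises when biotinylated H3K9 peptide, once monomethylated, bridges streptavidin donor and antibody-captured acceptor beads. Enzyme at 20 nM was preincubated 15 min with test compounds; peptide 500 nM and SAM 20 uM then reacted for 2 h.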
Pol eta inh – qHTS for Inhibitors of Polymerase Eta; recombinant Pol eta, fluorescent DNA replication assay; Potency, µM (highest dose often 114 µM), for the others: top-dose activity change, negative = inhibition, hits mostly inhibitors; 1.2% of 390,000 active; also: potency is read from the fitted curve at half-maximal effect; % is scaled to controls: 0 for no effect and ±100 for the full control effect
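Pol eta at 10 nM preincubated with compounds 15 min at room temperature; reaction started with fluorescent substrate (50 nM final) and read kinetically at 0 and 10 min.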
GLS inhibitor – qHTS for Inhibitors of Glutaminase (GLS) | GLS enzymatic activity, qHTS titration | Potency, µM (titrated, usually from 45.5 µM), for the others: top-dose activity change, negative = inhibition, hits mostly inhibitors | Glutaminase kidney isoform, mitochondrial (Homo sapiens), O94925 | AID 624170, 2012 | 0.21% of 410,000 active; also: potency is read from the fitted curve at half-maximal effect; % is scaled to controls: 0 for no effect and ±100 for the full control effect
Target sequence (O94925 whole entry, looked up, canonical isoform): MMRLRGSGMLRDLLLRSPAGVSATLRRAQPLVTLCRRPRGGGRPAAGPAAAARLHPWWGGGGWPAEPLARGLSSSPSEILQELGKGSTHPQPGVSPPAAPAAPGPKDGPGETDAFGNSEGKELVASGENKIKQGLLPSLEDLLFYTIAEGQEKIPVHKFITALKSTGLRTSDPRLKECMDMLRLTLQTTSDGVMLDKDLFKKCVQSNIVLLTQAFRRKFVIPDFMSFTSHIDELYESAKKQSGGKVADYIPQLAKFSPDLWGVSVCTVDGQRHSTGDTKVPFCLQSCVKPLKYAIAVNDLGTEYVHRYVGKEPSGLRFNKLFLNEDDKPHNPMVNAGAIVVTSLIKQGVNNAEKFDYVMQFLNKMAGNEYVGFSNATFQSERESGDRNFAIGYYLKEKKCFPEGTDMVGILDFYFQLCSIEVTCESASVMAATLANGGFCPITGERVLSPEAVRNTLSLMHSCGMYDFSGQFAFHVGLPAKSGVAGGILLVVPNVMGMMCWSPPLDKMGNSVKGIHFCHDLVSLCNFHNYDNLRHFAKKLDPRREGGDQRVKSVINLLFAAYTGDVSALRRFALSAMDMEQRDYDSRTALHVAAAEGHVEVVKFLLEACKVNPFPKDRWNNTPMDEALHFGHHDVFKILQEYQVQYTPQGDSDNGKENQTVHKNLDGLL
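hKGA; 45 mM KH2PO4 pH 8.2 + 0.02% Tween-20; cpd via pin tool; 1 mM Gln soln; GluOx/HRP/Amplex Red; RT 30 min; fluor. t0 & final.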
Pin1 inh – qHTS Assay to Find Inhibitors of Pin1; Peptidyl-prolyl cis-trans isomerase NIMA-interacting 1 (Homo sapiens), Q13526; Pin1 FP peptide displacement, HiFluor488, 10 min; Potency, µM (series often up to 115 µM), without a hit: top-dose activity, negative = inhibition, most hits filed as inhibitors; 0.009% of 390,000 active; AID 504891, 2011; active = well fitted inhibition curve with a large enough effect in the polarisation, with a control signal flat, not every such curve was filed as active; inconclusive = small, poorly fitted or top-dose-only effect, or effect the other way, or a change in a side signal; inactive = no such curve, though single readings can be large or run the other way; the % refers to the polarisation; also: potency is read from the fitted curve at half-maximal effect; % is scaled to controls: 0 for no effect and ±100 for the full control effect
JMJD2A Tudor inh – qHTS Assay for Inhibitors of JMJD2A-Tudor Domain; AlphaScreen JMJD2A-Tudor / H3K4me3 peptide binding; Potency, µM (titrated, usually from 114 µM), for the others: at the top dose activity change, negative = inhibition, hits mostly inhibitors; 4.4% of 390,000 active; AID 504339, 2011; also: potency is read from the fitted curve at half-maximal effect; % is scaled to controls: 0 for no effect and ±100 for the full control effect; nearly all actives have a fitted effect of over 50% in size
Tb PGK inh – qHTS Assay to Find Inhibitors of Phosphoglycerate Kinase | Phosphoglycerate kinase, glycosomal (Trypanosoma brucei brucei), P07378 | PGK/GAPDH coupled, Kinase-Glo luminescence, 60 min | Potency, µM (series often up to 57.5 µM), for the others: at the top dose activity change, negative = inhibition, hits mostly inhibitors | 0.043% of 380,000 active | AID 602233, 2012; also: potency is read from the fitted curve at half-maximal effect; % is scaled to controls: 0 for no effect and ±100 for the full control effect; nearly all actives have a fitted effect of over 60% in size
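Luminescent ATP detection (Kinase-Glo Plus) follows a 60-minute room-temperature incubation, with wells lacking PGK as controls. Buffer: 100 mM TEA (pH 7.6), 5 mM MgCl2, 0.01% Tween-20. Coupling enzyme GAPDH (100 nM final) supplies unstable 1,3-BPG in-well.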
PI4K2A block – qHTS for small molecular inhibitors of PI4K2A | Phosphatidylinositol 4-kinase type 2-alpha (Homo sapiens), Q9BTU6 | activity change, negative = inhibition, % at 76.9 µM | 0.13% of 420,000 active | purified PI4K2A, ADP-Glo luminescence, 1 h; stronger effect = lower value; in the data active = activity change below about -50%; inconclusive = mostly about -30% to -49%;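 also: -100% = wells without enzyme as full effect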
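Compounds are screened against recombinant PI4K2A using PI as substrate and ATP, the latter dispensed at 300 microM. Reactions run one hour at ambient temperature before ADP-Glo detection; full inhibition defined by wells lacking enzyme.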
HP1b chromo inh – HTS for Inhibitors of HP1-beta Chromodomain Interactions with Methylated Histone Tails; Potency, µM (series often up to 114 µM), for the others: top-dose activity change, negative = inhibition, actives largely listed as inhibitors; AID 540317, 2011; AlphaScreen HP1-beta / biotin-H3K9me3 peptide binding; Chromobox protein homolog 1 (Homo sapiens), P83916; 0.56% of 390,000 active; also: potency is read from the fitted curve at half-maximal effect; nearly all actives have a fitted effect of over 70% in size; inactives centre near 23
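AlphaScreen: HP1-beta (50 nM) preformed 30 min with biotin-H3(1-18)K9me3 peptide (50 nM) in PBS pH 7.4, 0.01% Tween-20. Compound added for 30 min at RT, then streptavidin donor/nickel chelate acceptor beads (10 ug/mL) for 30 min.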
Numbers without * were called inactive; i = inactive; ? = inconclusive; . = no result given; [ ] = remark or other dose. Unless noted, calls follow the shape of the dose curve; as a rule, active = well fitted curve in the direction sought with a large enough effect; inconclusive = small, poorly fitted or top-dose-only effect, or another doubt; inactive = no such curve, though single readings can be large; an effect the other way counts as inactive or inconclusive. An excerpt; count on the stated rates, not on these rows.

SMILES	BAZ2B block	G9a inh	Pol eta inh	GLS inhibitor	Pin1 inh	JMJD2A Tudor inh	Tb PGK inh	PI4K2A block	HP1b chromo inh
CCC1CCCCN1CCCNC(=O)c1ccc2c(=O)n(CCOC)c(=O)[nH]c2c1 (stereo not drawn)	0%	-11%	2%	-3%	-4%	-1%	-10%	-1	7%
CCOC(=O)c1[nH]c(C)c(C(=O)Nc2ccc(F)cc2)c1C	-3%	-3%	-18%	-10%	0%	-10%	-3%	-14	32%[activator]
COc1ccc(/C=C2\COc3ccccc3C2=O)cc1OC	-3%	-10%[59 µM]	?	-26%	-1%	50µM*	-7%	1	-3%
CCCCOC(=O)C1=C(C)Nc2ncnn2C1c1ccc(OC)c(OC)c1 (stereo not drawn)	?	50µM*	-15%	20%	4%	-29%	0%	-1	35%
Cc1nn(-c2ccccc2)c2c1C(c1cccs1)C(C#N)=C(N)O2 (stereo not drawn)	40µM*	35µM*	-8%	25%	-1%	56µM*	-11%	-24	50µM*
COc1ccc2c(c1)c1c(c(=O)n(-c3ccc(F)c(Cl)c3)c(=O)n1Cc1ccccc1F)n2C	-3%	-6%[59 µM]	-16%	5%	-5%	-10%	-5%	-3	0%
C=CCc1cccc(/C=N/NC(=O)CCCNc2ccc(C)cc2)c1O	32µM*	-12%[59 µM]	-14%	12%	55%	?	-7%	-2	?
CC(Oc1ccccc1)c1ccn[nH]1 (stereo not drawn)	-3%	36%	-1%	-4%	-4%	-7%[57.1 µM]	-4%	4	14%
O=C(Nc1nc2n(n1)C(c1ccccc1)C=C(c1ccc(Cl)cc1)N2)c1ccco1 (stereo not drawn)	79µM*	?	-10%	-6%	?	?	-2%	6	11%
O=C(NC(Cc1ccccc1)C(=O)O)/C(=C/c1ccccc1)NC(=O)c1ccco1 (stereo not drawn)	-33%	-19%[59 µM]	-10%	?	-9%	-4%	-1%	-3	1%
CCCCC1CCC(C(=O)N(CCCC)c2c(N)n(CCCC)c(=O)[nH]c2=O)CC1 (stereo not drawn)	-15%	.	-4%	-8%	-2%	-12%	-2%	3	-3%
Cn1nnnc1SCCNS(=O)(=O)c1ccccc1	-3%	5%	-11%	-1%	-1%	3%	i	-2	19%
CCOc1ccccc1C(=O)N(Cc1ccc(C)o1)C1CCS(=O)(=O)C1 (stereo not drawn)	-15%[57.1 µM]	?	-3%	25%	0%	?	-8%	-5	-11%
Cc1ccc(NC(=O)CN(C)C(=O)CCCN2C(=O)c3ccccc3C2=O)cc1	-3%	-21%[59 µM]	-10%	-1%	3%	-14%	-4%	-1	15%
CCOC(=O)Nc1ccc(S(=O)(=O)N2CCC(c3nc4ccccc4[nH]3)CC2)cc1	.	.	-9%	13%	.	.	-2%	-7	.
CCOC(=O)C1CCN(c2c(NCCCN3CCCCC3)c(=O)c2=O)CC1	-1%	.	-9%	35%[activator]	0%	-12%	i	2	27%
C[C@H]1CC[C@]2(O[C@H](CCO)C[C@H](O)[C@H]2O)O1	.	.	-9%	-3%	-1%	-7%	-3%	-4	47%[activator]
CCCOc1ccc(C(=O)NCC2OCCc3ccccc32)cc1 (stereo not drawn)	11%	-5%[59 µM]	-5%	-1%	-8%	-11%	1%	2	13%
C=CCN1CC2(c3ccccc3)CN(CC=C)CC(c3ccccc3)(C1)C2=O	-10%	10%	-5%	12%	-2%	-11%	3%	-3	28%
CCCC1S/C(=N/N=C/c2ccc(OC)cc2)N(Cc2ccc(OC)cc2)C1=O (stereo not drawn)	13%[57.1 µM]	0%	-7%	?	?	5%	3%	3	18%
COc1ccc(OC)c(NC(=O)CC2Oc3ccccc3NC2=O)c1 (stereo not drawn)	-16%	5%	-19%	-5%	0%	-18%	.	-1	19%
CC(Oc1cccc(Cl)c1)C(=O)N1CCCN(C)CC1 (stereo not drawn)	-3%	.	-6%	5%	5%	-7%	1%	-18	23%
CCCCN(CC)CCNC(=O)Cn1c(=O)c2cccn2c2cccnc21	-7%	-8%[59 µM]	-10%	-6%	-10%	-24%	5%	-4	?
CCCn1c(-c2ccccc2)nc2c(=O)n(C)c(=O)[nH]c21	-11%	29%[12.7 µM]	-11%	9%	-1%	-16%	-1%	-6	24%
COc1ccc(S(=O)(=O)N2CCC(c3nnnn3-c3ccccc3)CC2)cc1OC	-27%	-10%[59 µM]	-17%	-1%	-1%	-17%	-2%	2	23%
CC(C)C1Cc2nc(Cl)c(C#N)cc2CO1 (stereo not drawn)	3%	.	-1%	14%	-8%	-12%	-8%	1	29%
COc1ccc(CCN2CC(C(=O)NCc3ccccc3)CCC2=O)cc1 (stereo not drawn)	-2%	18%	-6%	-15%	0%	-11%	i	5	23%
CC(C(=O)NCCc1ccc(F)cc1)N1CCN(Cc2ccccc2)CC1 (stereo not drawn)	-6%	-6%[59 µM]	-17%	5%	-2%	-11%	-4%	16	13%
CCOc1ccccc1N(CC(=O)Nc1cccnc1)S(=O)(=O)c1ccc(C)cc1	-9%	7%	-6%	97%[activator]	3%	-15%	-7%	6	13%
Cc1ccc(OCCC(=O)Nc2ccccc2C(=O)NC2CC2)cc1	-3%	2%[0.501 µM]	-11%	-7%	-8%	4%	-3%	-6	43%[activator]
Cc1oc2ncnc(N3CCOCC3)c2c1C(=O)Nc1ccc(Br)cc1F	13%	13%[59 µM]	-4%	0%	7%	-11%	i	-1	24%
Cc1ccc(/C=N/NC(=O)c2cccc(NC(=O)c3ccccc3Cl)c2)o1	-20%	-14%	-12%	3%	-1%	-33%	-1%	-6	-16%
Nc1[nH]n(-c2c(Cl)cc(Cl)cc2Cl)c(=O)c1N=Nc1ccc(S(=O)(=O)Nc2ncccn2)cc1	.	.	-2%	17%	5%	-24%	2%	-9	10%
CC1=NN(c2ccccc2)C(=O)C1(C)C	3%	-1%[59 µM]	-10%	11%	0%	-5%	5%	10	16%
CS(=O)(=O)c1ccc2c(c1)SC1=NC(=O)/C(=C/c3ccco3)C(=N)N12	50µM*	50µM*	3.2µM*	?	?	-34%	6%	-23	7%
CCCc1cc(C(=O)N2CCCC(Cc3cccc(Cl)c3)(C(=O)OCC)C2)n(C)n1 (stereo not drawn)	-12%[57.1 µM]	4%	-11%	-4%	1%	-18%	i	0	64%[activator]
Cc1ccc(-c2nnn(CC(=O)N(Cc3ccco3)C(C(=O)NC(C)(C)C)c3ccc(C)o3)n2)o1 (stereo not drawn)	-27%	-6%	-15%	-7%	44%[activator]	?	-6%	0	36%[activator]
COC(=O)c1c(NC(=O)CSc2ccccc2N)sc(C)c1C	.	?	-1%	0%	7%	-15%	-3%	3	13%
CCCCc1nc2cc(C(=O)N(C)C(C)c3ccccn3)ccc2o1 (stereo not drawn)	-4%	-1%[12.7 µM]	-10%	5%	0%	3%	i	-8	22%[57 µM]
CCc1ccc(NC(=O)C(C)OC(=O)/C=C/c2cccc([N+](=O)[O-])c2)cc1 (stereo not drawn)	3%	5%[59 µM]	-9%	4%	1%	-1%	0%	1	13%

Rewritten as a markdown table: entries from further up.
| Compound | BAZ2B block | G9a inh | Pol eta inh | GLS inhibitor | Pin1 inh | JMJD2A Tudor inh | Tb PGK inh | PI4K2A block | HP1b chromo inh |
| --- | --- | --- | --- | --- | --- | --- | --- | --- | --- |
| Cc1ccc(OCCC(=O)Nc2ccccc2C(=O)NC2CC2)cc1 | -3% | 2%[0.501 µM] | -11% | -7% | -8% | 4% | -3% | -6 | 43%[activator] |
| Cc1oc2ncnc(N3CCOCC3)c2c1C(=O)Nc1ccc(Br)cc1F | 13% | 13%[59 µM] | -4% | 0% | 7% | -11% | i | -1 | 24% |
| Cc1ccc(/C=N/NC(=O)c2cccc(NC(=O)c3ccccc3Cl)c2)o1 | -20% | -14% | -12% | 3% | -1% | -33% | -1% | -6 | -16% |
| Nc1[nH]n(-c2c(Cl)cc(Cl)cc2Cl)c(=O)c1N=Nc1ccc(S(=O)(=O)Nc2ncccn2)cc1 | . | . | -2% | 17% | 5% | -24% | 2% | -9 | 10% |
| CC1=NN(c2ccccc2)C(=O)C1(C)C | 3% | -1%[59 µM] | -10% | 11% | 0% | -5% | 5% | 10 | 16% |
| CS(=O)(=O)c1ccc2c(c1)SC1=NC(=O)/C(=C/c3ccco3)C(=N)N12 | 50µM* | 50µM* | 3.2µM* | ? | ? | -34% | 6% | -23 | 7% |
| CCCc1cc(C(=O)N2CCCC(Cc3cccc(Cl)c3)(C(=O)OCC)C2)n(C)n1 (stereo not drawn) | -12%[57.1 µM] | 4% | -11% | -4% | 1% | -18% | i | 0 | 64%[activator] |
| Cc1ccc(-c2nnn(CC(=O)N(Cc3ccco3)C(C(=O)NC(C)(C)C)c3ccc(C)o3)n2)o1 (stereo not drawn) | -27% | -6% | -15% | -7% | 44%[activator] | ? | -6% | 0 | 36%[activator] |
